Screening data as filed in PubChem.
AMA1-RON2 inh = inhibitors of Plasmodium falciparum AMA1-RON2 interaction; AlphaScreen AMA1-biotinylated RON2 peptide binding; Potency, µM (top dose mostly 58.2 µM), inactives show at the top dose activity change, negative = inhibition, most hits filed as inhibitors; 360,000 tested, 0.2% active;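 further: potency means the concentration at half of the fitted maximal effect; 0% = vehicle wells and -100% = peptide control; nearly all actives have a fitted effect of over 45% in size; some results filed as inactive show a strong effect at the top dose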
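AMA1 (3D7) with his tag at 25 nM final met compounds first, then biotinylated RON2 peptide at 25 nM; detection used donor plus acceptor beads, 10 µg/mL apiece, read by AlphaScreen after 30 min at room temperature.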
FBPA Giardia inh = blocks Giardia fructose-bisphosphate aldolase activity. purified Giardia FBPA. Potency, µM (top dose mostly 59.6 µM), for the others: top-dose activity, negative = inhibition, hits mostly inhibitors. 290,000 tested, 0.71% active. AID 2451; further: potency means the concentration at half of the fitted maximal effect; nearly all actives have a fitted effect of over 55% in size
Target sequence (A8B2U2 whole entry, looked up): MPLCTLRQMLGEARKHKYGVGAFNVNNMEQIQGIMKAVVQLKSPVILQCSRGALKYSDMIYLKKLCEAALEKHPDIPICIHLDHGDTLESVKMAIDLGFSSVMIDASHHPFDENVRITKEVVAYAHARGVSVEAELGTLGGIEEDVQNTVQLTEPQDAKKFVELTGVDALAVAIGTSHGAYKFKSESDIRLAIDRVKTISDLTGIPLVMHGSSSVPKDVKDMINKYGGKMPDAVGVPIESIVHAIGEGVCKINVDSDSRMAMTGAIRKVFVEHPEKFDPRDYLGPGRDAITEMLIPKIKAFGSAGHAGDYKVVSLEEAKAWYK
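40 nM FBPA preincubated 10 min at RT with compound (up to 57.5 uM final), then substrate plus GAPDH/TPI/NAD/arsenate coupling and diaphorase/resazurin added. Fluorescence read after 20 min at RT, 525/598 nm.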
AmpC inh no detg = AmpC beta-lactamase inhibition without detergent; AID 485341; 330,000 tested, 0.52% active; Potency, µM (highest dose often 57.1 µM), for the others: at the highest dose activity change, negative = inhibition, hits mostly inhibitors; AmpC nitrocefin hydrolysis, absorbance 480 nm, 0.0001% Triton; P00811;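 further: potency means the concentration at half of the fitted maximal effect; plate controls were no compound for no effect and no enzyme for full effect; nearly all actives have a fitted effect of over 20% in size; some results filed as inactive show a strong effect at the top dose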
Target sequence (P00811 whole entry, looked up): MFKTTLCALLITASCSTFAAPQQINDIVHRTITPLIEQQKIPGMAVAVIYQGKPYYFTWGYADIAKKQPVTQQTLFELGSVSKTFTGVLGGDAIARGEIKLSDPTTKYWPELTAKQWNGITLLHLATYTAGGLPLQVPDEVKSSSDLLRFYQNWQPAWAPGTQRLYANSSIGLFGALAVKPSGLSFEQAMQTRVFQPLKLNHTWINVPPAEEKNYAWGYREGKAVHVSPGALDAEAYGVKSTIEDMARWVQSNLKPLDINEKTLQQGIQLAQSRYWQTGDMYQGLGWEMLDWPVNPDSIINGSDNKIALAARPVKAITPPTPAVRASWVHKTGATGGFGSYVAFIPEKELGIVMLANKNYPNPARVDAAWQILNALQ
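AmpC (5.3 nM in the dispensed reagent) in 20 mM phosphate pH 7.0 with 0.01% (detergent screen) or 0.0001% Triton X-100 was preincubated with compounds for 15 min at room temperature. Nitrocefin was then added from an 800 uM solution, and hydrolysis was followed at 480 nm.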
Sm TGR inh = inhibitors of Schistosoma mansoni thioredoxin glutathione reductase; 360,000 tested, 3% active; AID 485364; Potency, µM (titrated, usually from 114 µM), for the others: top-dose activity change, negative = inhibition, usual class: inhibitors; Q962Y6; purified TGR, DTNB reduction, TNB absorbance 405 nm; further: potency means the concentration at half of the fitted maximal effect; nearly all actives have a fitted effect of over 60% in size
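First, TGR (20 nM dispensed) and NADPH were mixed with compound. Second, a 15 min room-temperature incubation followed. Third, further NADPH and then DTNB were added to start the reaction. Finally, TNB absorbance was monitored kinetically.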
HCMV antiviral = inhibitors of human cytomegalovirus | 410,000 tested, 4.5% active | AID 1259415 | activity change, negative = inhibition, % at 57.5 µM | HFF cells, HCMV-luciferase reporter, 72 h; hits give low values; in the data active means activity change below about -60%; inconclusive means no clear call, values can overlap the other calls; inactive means above about -39%
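Two-dose cell screen: HFF monolayers treated with compounds and infected with luciferase-expressing HCMV at 1 PFU/cell, 72 h at 37C, then lysed for luciferase measurement.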
AmpC inh detg = AmpC beta-lactamase inhibition with detergent present. Potency, µM (doses to about 114 µM), for the others: at the highest dose activity change, negative = inhibition, most hits filed as inhibitors. P00811. AID 485294. AmpC hydrolysis of nitrocefin, absorbance 480 nm, 0.01% Triton. 370,000 tested, 0.041% active;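 further: potency means the concentration at half of the fitted maximal effect; 0% = no-compound wells and -100% = no-enzyme wells; nearly all actives have a fitted effect of over 25% in size; some results filed as inactive show a strong effect at the top dose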
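AmpC (5.3 nM in the dispensed reagent) in 20 mM phosphate pH 7.0 with 0.01% (detergent screen) or 0.0001% Triton X-100 was preincubated with compounds for 15 min at room temperature. Nitrocefin was then added from an 800 uM solution, and hydrolysis was followed at 480 nm.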
* marks the source's active call; other numbers are inactive results; ? = inconclusive; . = no result given; & = joins results of further samples; ! = repeats disagree; [ ] = remark or other dose. Unless noted, the call rests on the fitted dose curve; in most records, active means well fitted curve in the direction sought with a large enough effect; inconclusive means small, poorly fitted or top-dose-only effect, or another doubt; inactive means no such curve, though single readings can be large; an effect the other way counts as inactive or inconclusive. Unless noted, on the % scale 0 is the no-effect control and ±100 the full control effect.

Molecule | AMA1-RON2 inh | FBPA Giardia inh | AmpC inh no detg | Sm TGR inh | HCMV antiviral | AmpC inh detg
O=C(CO/N=C/c1ccccc1O)NNC(=O)c1ccccc1Cl | 0% | 17% | -12% | 0% | 35 | -3%
Cc1ccc(OCc2nnc(SC(C)C(=O)O)n2Cc2ccccc2)cc1 (stereo unspecified) | 4% | 25% | -6% | 6% | 3 | -7%
O=C1CN(C(=O)CNC(=O)c2ccccc2Cl)c2ccccc2N1 | 2% | -1% | -9% | 1% | -28 | 0%
Oc1ccccc1-c1nc(/C=C/c2ccc(F)cc2)nn1-c1ccccc1 | . | . | . | 6% | -21 | 22%
Cc1cc(C)cc(CSCC(=O)N/N=C/c2ccc(OCC(=O)NCc3ccco3)cc2)c1 | -11% | -1% | -2% | -10% | 45 | 1%
O=c1c(-c2n[nH]c(=S)o2)cccn1Cc1ccccc1 | ? | -21% | -25% | -12% | -13 | -3%
COc1ccc(S(=O)(=O)N2CCN(C(=S)NC3CCCCC3)CC2)cc1 | 12% | 0% | -2%[2.29 µM] | 9% | 3 | -7%
CCOCC(=O)Nc1c(C(=O)N2CCN(c3ncccn3)CC2)oc2ccccc12 | 6% | 14% | 59% | -11% | 0 | 2%
O=C(Cn1nnc(-c2cccs2)n1)NCc1ccccc1 | -9% | 3% | 5%[2.29 µM] | -6% | 31 | -6%
O=C(CN1C(=O)C2C3C=CC(C3)C2C1=O)NCCc1ccccc1Cl (stereo unspecified) | 2% | -5% | -8% | 12% | -25 | -8%
Cc1cc(-c2ccc(C(C)C)c(S(=O)(=O)NCCN3CCC(C)CC3)c2)on1 | 7% | -11% | 43% | 4% | -24 | 11%
CCOc1ccc(C(=O)NCCn2cc(SCC(=O)Nc3ccccc3)c3ccccc32)cc1 | . | . | . | -20% | -18 | 0%
Cc1c(NC(=O)C2CCCN2S(=O)(=O)c2ccccc2)c(=O)n(-c2ccccc2)n1C (stereo unspecified) | -4% | 1% | -5% | 4% | 30 | -3%
COc1ccc(CCn2c(C)cc3c(c2=O)C(c2ccc4c(c2)OCO4)C(C#N)=C(N)O3)cc1OC (stereo unspecified) | 0% | -5% | 14% | -17% | -13 | ?
COc1ccc(C(CNC(=O)c2ccc(-c3nc4ccccc4s3)o2)N2CCCC2)cc1 (stereo unspecified) | -2% | . | 77%[activator] | -18% | ? | ?
CCN(CC)C(=O)[C@H]1C[C@H](CC(=O)NCCCN(C)C)C(=O)N2CCc3c([nH]c4cc(CCC(=O)N(C)C)ccc34)[C@]12C | 9% | . | 0% | . | 28 | .
COCCCNC(=O)c1ccc(Cn2c(=O)c3ccccc3n(Cc3ccccc3C)c2=O)cc1 | 0% | 11% | 124%[activator] | -3%&-9% | -96*! | 16%&-1%
Cc1cn2c(=O)c(S(=O)(=O)Nc3ccc(F)cc3F)c(C)nc2s1 | . | . | . | -1% | 0 | 19%
Cn1cnc(S(=O)(=O)N2CCC(C(=O)Nc3ccc(C#N)cc3)CC2)c1 | . | . | . | 7% | 12 | 25%
COc1cc(C2C3C(=O)N(c4ccc(F)cc4)C(=O)C3ON2c2ccccc2)ccc1O (stereo unspecified) | 23% | 10%[12.9 µM] | -21% | 0% | 27 | ?
Fc1ccccc1/C=N/NC(=S)Nc1ccc(Cl)cc1Cl | 92%[activator] | 4% | -54% | -8% | -34 | -2%
CC(C)c1ccccc1OCC(=O)N1CCCCCCC1 | 17% | 9% | 26% | -21% | 1 | ?
Cn1c(=O)c2c(nc(Oc3cccc(O)c3)n2C)n(C)c1=O | 4% | 13% | -2% | -25% | -5 | ?
COc1ccc(-c2noc(CSc3nc4sc(C)c(C)c4c(=O)n3-c3ccccc3)n2)cc1 | -1% | 2% | -16% | 4% | -36 | -9%
O=C(C1CC1)N1N=C(C2CCCCC2)CC1(O)C(F)(F)F (stereo unspecified) | -8% | 1% | 16% | 4% | 0 | 7%
COc1cc(CNc2nc(C)c([N+](=O)[O-])c(C)c2C#N)cc(OC)c1 | -4% | -1% | ? | -33% | 25 | -4%
COC(=O)c1ccccc1C(=O)N1CCOCCOCCOCC1 | 0% | 6% | -6% | -1% | 26 | ?
Cc1ccc2c(c1)N(CC(=O)NCCCN1CCOCC1)C(=O)c1cccnc1O2 | -25% | -3% | -35% | 6% | 14 | ?
Cc1ccc(NC(=O)/C(=C\c2ccc3c(c2)OCO3)NC(=O)c2ccco2)cc1 | 0% | -1% | -1% | -5% | -18 | 0%
O=C(O)CCC(=O)Nc1ccccc1Oc1ccccc1 | 7% | 5% | -7%[2.29 µM] | 1% | 1 | -10%
OC(COc1ccc(Br)cc1)CN1CCN(c2ccccc2)CC1 (stereo unspecified) | -8% | 6% | -12% | -1% | -34 | -22%
C/C=C(\C)C(=O)N[C@@H](c1ccccc1)[C@@H](O)C(=O)O[C@H]1C[C@@]2(O)[C@@H](OC(=O)c3ccccc3)C3[C@](C)(C(=O)[C@H](OC(C)=O)C(=C1C)C2(C)C)[C@H](O)C[C@H]1OC[C@@]31OC(C)=O (stereo partly specified) | 1% | 18% | 187%[activator] | -9% | -39 | ?
Cc1cc(NC(=O)C(C)SCC(=O)Nc2nc3c(F)cc(F)cc3s2)no1 (stereo unspecified) | -1% | . | -54% | -18% | 0 | -10%
COc1ccc(C(=O)Nc2ccccc2C(=O)N/N=C/c2ccccc2OC)cc1 | 20% | . | -16% | -12% | 78 | -4%
CC(=O)C[C@@H](O)CC(=O)[C@@H]1OC(=O)CCCCCCc2ccccc21 | 31%[activator] | . | 96%[activator] | . | -24 | .
CCc1ccc(CNC(=O)Cn2nc(-c3ccc(Cl)cc3)ccc2=O)cc1 | . | . | . | -2% | 9 | 4%
COc1cc([N+](=O)[O-])ccc1NC(=O)N1CCCCCC1 | -7% | . | -7% | 32µM* | ? | 0%
CN1CCC(N(C)C(=O)COc2ccccc2-c2ccccc2)CC1 | 14% | 1% | 26% | 2%[11.4 µM] | 26 | -6%
O=C1[C@@H]2Cc3c([nH]c4ccccc34)C(c3ccccc3)N2C(=O)CN1C1CCN(Cc2ccccc2)CC1 (stereo partly specified) | -27% | 3% | 124%[activator] | 0% | -76* | 1%
COC(=O)CCN(C(=O)c1ccc(OC(C)=O)cc1)c1ccccn1 | -8% | 8% | -7% | 9% | 0 | ?
COc1ccc(C(=O)NCCNC(=O)c2ccc(C)nc2)cc1 | -8% | -11% | -15% | 0% | -29 | 7%
C[C@@H](C(=O)NCc1c(F)cccc1Cl)N1C(=O)N2CCc3c([nH]c4ccccc34)[C@@]2(C)C1=O | -28% | -14% | 21% | 3% | 3 | ?
COc1cc2nc(CSc3ncn[nH]3)[nH]c(=O)c2cc1OC | -21% | -22% | -22% | 15% | -17 | 7%
Cc1cc(C)c(NC(=O)C2CCN(c3cnccn3)CC2)c(C)c1 | 11% | 1% | -5% | -2% | -18 | -5%
CC(=O)c1ccc(NC(=O)CSc2nc(N)c3cc4c(nc3n2)CCCC4)cc1 | 24% | 5% | -40% | -6% | 91 | -14%
NC(=O)c1ccc(-n2nnnc2Oc2ccccc2)cc1 | 3% | 2% | -13% | -5% | -39 | ?
O=S(=O)(c1ccc(N2CCN(S(=O)(=O)c3ccc4c(c3)OCCO4)CC2)nc1)N1CCCC1 | -8% | 3% | 1% | -10% | -11 | ?
Cc1ccccc1Nc1nc(CSc2nnc(-c3ccoc3C)n2C)cs1 | 6% | -1% | -11% | 35µM* | 19 | -11%
O=C(NCC(c1cccnc1)N1CCN(c2ccccc2)CC1)c1ccc2c(c1)OCO2 (stereo unspecified) | -4% | 17% | 11% | -23% | 5 | -9%
Cc1ccc(C(NC(=O)N2CCOCC2)=C(Cl)Cl)cc1F | 5% | 0% | -9% | -9% | -69* | ?
Nc1ccc(O)c([N+](=O)[O-])c1 | -13% | . | -10% | -4% | 12 | 1%
COc1ccc(-c2nnc(N3CCC(C)CC3)c3ccccc23)cc1 | 1% | -1% | 24% | -7% | -63* | -2%
Cc1ccc(C(=O)N/N=C\c2cc(Br)c(Br)o2)cn1 | 0% | ? | -29% | 22µM* | -33 | 2%
COc1ccc(C(=O)OCC(=O)NCC2CCCCC2)cc1F | 7% | . | 10% | 0% | -20 | ?
CCOC(=O)CC(=O)CSc1nc2ccccc2c(=O)n1CCc1ccccc1 | . | . | . | -3% | 99 | -2%
COc1ccc(CC(=O)OCC(=O)N(C)C2CCS(=O)(=O)C2)cc1OC (stereo unspecified) | -1% | . | -15% | -9% | -4 | ?
CC1CCN(C(=O)COC(=O)Cn2cnc3ccccc32)CC1 | -1% | . | -18% | . | -67* | .
CC(=O)Nc1ccc(S(=O)(=O)NC2(C(F)(F)F)NC(=O)N(c3ccccc3F)C2=O)cc1 (stereo unspecified) | -11% | 4% | -27% | 0% | 14&-5 | 2%&3%
Cc1nn(-c2ccccc2)c(C)c1C(=O)NCc1ccc(F)cc1 | 5% | 7% | -4% | -10% | ? | -7%
CCOC(=O)CC(=O)NC(C)(C)CCCCC(C)(C)NC(=O)CC(=O)OCC | -3% | 1% | 9% | -16% | 30 | 2%

Additional results.
Molecule | AMA1-RON2 inh | FBPA Giardia inh | AmpC inh no detg | Sm TGR inh | HCMV antiviral | AmpC inh detg
CCOc1ccc(NC(=O)CSc2nc3c(c(=O)n2C)SC(C)C3)cc1 (stereo unspecified) | -5% | 8% | -27% | -19% | ? | ?
COc1ccccc1-c1cn[nH]c(=S)n1 | 97%[activator] | ? | -11% | -10% | -25 | -14%
Cc1cccc(NC(=O)CSc2nc3nc4c(cc3c(=O)n2-c2ccccc2)CCCC4)c1 | -9% | -1% | -45% | -4% | -33 | ?
COc1ccc(NC2CCCN(C(=O)CCN3CCCC3=O)C2)cc1 (stereo unspecified) | 13% | . | -3% | -20% | 38 | 2%
Cc1cc(C)nc(SC(C)CNS(=O)(=O)c2ccccc2)n1 (stereo unspecified) | 20% | 0% | -22% | -4% | -20 | -12%
CC(=O)Nc1nnc(Cc2c[nH]c3ccccc23)s1 | 3% | 2% | -6% | -10% | -40 | ?
O=C(NCc1ccccc1Br)c1cccc2c1C(=O)c1ccc(N3CCOCC3)cc1S2(=O)=O | . | . | 7% | -11% | . | -2%
CCCCn1c(SC(C)C(=O)NCC2CCCO2)nc2cc(C(=O)OC)ccc2c1=O (stereo unspecified) | 2% | . | 147%[activator] | 0% | -23 | -11%

Whole records as entered above. Screens in order: AMA1-RON2 inh	FBPA Giardia inh	AmpC inh no detg	Sm TGR inh	HCMV antiviral	AmpC inh detg
Shown for CCOc1ccc(NC(=O)CSc2nc3c(c(=O)n2C)SC(C)C3)cc1 (stereo unspecified) : -5%	8%	-27%	-19%	?	?
Shown for Cc1cccc(NC(=O)CSc2nc3nc4c(cc3c(=O)n2-c2ccccc2)CCCC4)c1 : -9%	-1%	-45%	-4%	-33	?
Shown for O=C(NCc1ccccc1Br)c1cccc2c1C(=O)c1ccc(N3CCOCC3)cc1S2(=O)=O : .	.	7%	-11%	.	-2%
Shown for CC(=O)Nc1nnc(Cc2c[nH]c3ccccc23)s1 : 3%	2%	-6%	-10%	-40	?
